VHR inh color – inhibitors of human VHR1 phosphatase (DUSP3). recombinant VHR phosphatase, colorimetric substrate read-out. inhibition, % at 20 µM. P51452. 50,000 tested, 0.7% active; in the data active = inhibition above about 60%; also: some results filed as inactive read as strong as hits
Target sequence (P51452 whole entry, looked up): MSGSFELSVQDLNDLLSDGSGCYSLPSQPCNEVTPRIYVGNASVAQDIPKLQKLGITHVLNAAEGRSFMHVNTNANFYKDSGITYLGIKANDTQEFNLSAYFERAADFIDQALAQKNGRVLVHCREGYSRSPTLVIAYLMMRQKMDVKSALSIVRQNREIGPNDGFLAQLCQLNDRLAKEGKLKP
An asterisk follows results filed as active. This is a subset; rates above refer to the full screens.

SMILES | VHR inh color
O=C(COc1ccccc1)Nc1cccc([N+](=O)[O-])c1 | 4
Cc1cccc(NC2=C(Cl)C(=O)N(c3ccc(Cl)cc3)C2=O)c1C | -6
COc1ccccc1C(=O)Oc1ccc(C)c(C)c1 | -32
COc1ccc(-n2cnc3cc(NS(=O)(=O)c4ccc(C)cc4)ccc32)cc1 | 32
Clc1ccc(C=NN2CCN(Cc3ccccc3)CC2)cc1Cl | -4
O=C(NCCN1CCN(C(=O)c2ccc(Br)cc2)CC1)C(=O)Nc1ccccc1 | 4
Cc1cc(/C=N/NC(=O)Cn2c3ccccc3c(=O)c3ccccc32)c(C)n1-c1ccccc1 | -14
Cc1cc(S(N)(=O)=O)ccc1NC(=O)c1sc2ccccc2c1Cl | -16
COC(=O)c1c(C)oc2ccc(OCc3ccccc3Cl)cc12 | -13
COc1ccc(COC(=O)C2=C(C)NC3=C(C(=O)CC(C)(C)C3)C2c2ccsc2)cc1 (stereo unspecified) | -6
COc1cc(C(=O)N/N=C(\C)c2ccc(Cl)s2)ccc1O | -14
CCCc1ccc(-c2nc(-c3cc(OC)c(OC)c(OC)c3)no2)cc1 | -11
CCN(CC)CCN1C(=O)C(O)=C(C(=O)/C=C/c2ccccc2)C1c1ccc([N+](=O)[O-])cc1 (stereo unspecified) | 6
Cc1cccc(-n2c(C)cc(C=C(C#N)C#N)c2C)c1 | 7
CCSc1nnc(NC(=O)C2C3CCC(C3)C2C(=O)O)s1 (stereo unspecified) | -5
COC(=O)COc1ccc(/C=C2\C(=O)NC(=S)N(c3ccc(Br)cc3)C2=O)cc1OC | 34
COc1ccc(CCN2C(=O)CC(Cc3ccc(Cl)cc3)C2=O)cc1OC (stereo unspecified) | 10
O=[N+]([O-])c1ccc2nc3c([nH]c4ccccc43)c(N3CCOCC3)c2c1 | 4
CSc1ccc(CN2CCN(C(=O)COc3ccc(Cl)cc3)CC2)cc1 | -18
CC(=O)c1c(C)nc(-c2ccc([N+](=O)[O-])cc2)nc1N | 0
O=C(Nc1ccc(N2CCOCC2)cc1)c1ccc(Cl)cc1 | -26
Cc1ccc(N2C(=O)NC(=O)/C(=C\c3ccc(-c4cccc([N+](=O)[O-])c4)o3)C2=O)cc1 | 7
COC(=O)c1ccc(NC(NC(=O)c2ccc(OC)c(OC)c2)C(Cl)(Cl)Cl)cc1 (stereo unspecified) | -4
CC(C)c1ccc(-c2cc(C(=O)NCCN3CCOCC3)c3ccccc3n2)cc1 | 26
Cc1cc(C)nc(NS(=O)(=O)c2ccc(N/C=C/C(=O)c3ccc(Br)cc3)cc2)n1 | 1
COc1ccc(OCCNc2cc(N3CCOCC3)ccc2[N+](=O)[O-])cc1 | -1
O=C(CN(c1cccc(Br)c1)S(=O)(=O)c1ccccc1)Nc1ccc(Cl)cc1 | -15
CC1=N/C(=C\c2ccc(OC(F)F)cc2)C(=O)O1 | 12
COC(=O)c1cc(C(=O)Nc2cc(C(F)(F)F)ccc2Cl)cc([N+](=O)[O-])c1 | -50
CC(C)OC(=O)c1c(-c2ccc(Br)cc2)csc1NC(=O)/C=C/C(=O)O | -9
O=C(Nc1ccc2oc(-c3cccnc3)nc2c1)c1sc2ccccc2c1Cl | 2
CCOc1ccc(NC(=S)NC(NC(=O)Cc2cccc3ccccc23)C(Cl)(Cl)Cl)cc1 (stereo unspecified) | -6
C=C(C)C(C)(C#CCN1CCCCC1)OCCC#N (stereo unspecified) | -2
O=C(O)Cc1ccc(NC(=O)C2CCCCC2C(=O)O)cc1 (stereo unspecified) | -12
Cc1cc(C)c(N2C(=O)c3ccc(C(=O)Nc4ccccc4C(=O)O)cc3C2=O)c(C)c1 | -58
CCCC(=O)C1C(=O)CC(C)(C)C1C(=O)OC (stereo unspecified) | 33
CC(C)(C)c1ccc(-c2nnc(N)s2)cc1 | -12
O=C(NC(=S)Nc1ccc(N2CCOCC2)c(Cl)c1)c1ccc(Cl)cc1 | -9
O=C(Nc1ccc(Cl)cc1)Oc1ccccc1[N+](=O)[O-] | -4
Cn1c(CNC2CCCCC2)nc2ccccc21 | -15
CC1c2ccccc2C2(CCCC2)CN1C(=O)Cc1ccccc1 (stereo unspecified) | 9
O=C1CSC(=Nc2ccc(O)cc2)N1 | -4
Cc1ccccc1C(=O)NNC(=O)C(C)C | -34
O=C(c1ccc(Cl)cc1)N1CCN(c2c(Cl)cccc2[N+](=O)[O-])CC1 | -8
CCOC(=O)c1ccccc1NC(=O)c1ccc(Cl)cc1 | 3
COc1ccc(C(=O)N2CCN(S(=O)(=O)c3ccc(Cl)cc3)CC2)cc1OC | 9
O=C(O)CCCCCN1C(=O)C(=O)/C(=C(/O)c2ccc(Cl)cc2)C1c1cccc(F)c1 (stereo unspecified) | -5
CCOc1ccccc1/C=N/NC(=O)Cc1nnc(N)s1 | -21
O=C1c2ccccc2C(=O)N1CC1=NCCc2ccccc21 | 0
CCOc1ccccc1NC(=O)c1c(NC(=O)c2ccccc2)sc2c1CCC(C)C2 (stereo unspecified) | -1
O=C(Nc1cc(Oc2cccnc2)cc([N+](=O)[O-])c1)c1cc2nc(-c3ccco3)cc(C(F)(F)F)n2n1 | -30
COc1cc(/C=N\NC(=O)CNc2ccc(C)cc2)ccc1OC(=O)c1cccs1 | -59
O=C1C(=O)N(Cc2ccccc2)C(c2cccc([N+](=O)[O-])c2)/C1=C(/O)c1ccccc1 (stereo unspecified) | 5
CCN(C(=S)NC(=O)c1cccnc1)c1ccccc1 | -8
N/C(=N\OC(=O)c1ccccc1F)c1cccc([N+](=O)[O-])c1 | -33
CC(C)C(=O)Nc1ccc(Br)cc1C(=O)O | 103
C=CCN1C(=O)/C(=C\c2ccc(-c3ccc(C(=O)O)cc3)o2)C(=O)NC1=S | 22
Cc1no[n+]([O-])c1COc1ccccc1C=C1C(=O)NC(=S)NC1=O | 26
CCC(C(=O)N1CCC(Cc2ccccc2)CC1)c1ccccc1 (stereo unspecified) | -16
CN(C)CCCNC(=O)/C=C/c1ccc(Cl)cc1 | -13
Other compounds follow.
SMILES | VHR inh color
Cc1nc2c([nH]1)c(=O)oc1ccccc12 | -36
CCCCOc1ccc(/C=N/NS(=O)(=O)c2ccc(OC)cc2)cc1OCC | -14
N#Cc1c2n(c3c(-c4ccccc4)ncnc13)CCC2 | -7
CN=C(Nc1cccc(F)c1)SC1CC(=O)N(c2ccccc2F)C1=O (stereo unspecified) | 6
O=C(Nc1ccc(Cl)cc1C(=O)c1ccccc1)c1ccc([N+](=O)[O-])cc1 | -20
O=C(O)c1ccc(OCc2ccoc2C(=O)O)cc1 | -27
COc1ccc(NC(=O)COc2ccc3ccccc3c2)c(OC)c1 | 6
CCOC(=O)COc1ccc(/C=N/NC(=O)COc2ccc([N+](=O)[O-])cc2)c(OCC(=O)OCC)c1 | 10
Fc1cccc(Cl)c1/C=N/Nc1nc2ccccc2s1 | -12
Cc1ccc(C)c(-c2cc(C(=O)NN)c3ccccc3n2)c1 | 6
Cc1c(C(=O)O/N=C(\N)Cc2cccc3ccccc23)cccc1[N+](=O)[O-] | -14
COc1cccc(OCCOc2ccc(/C=C3/SC(=S)N(c4ccccc4)C3=O)cc2)c1 | -15
O=C(N/N=C\c1ccc[nH]1)c1cccc2c3c([nH]c12)CCCC3 | -4
CCOC(=O)c1sc(NC(=O)COc2ccc(C)cc2Br)nc1C | -21
O=C(NC(=C(Cl)Cl)S(=O)(=O)c1ccc(Cl)cc1)c1ccccc1 | -18
COc1ccccc1/C=C1\SC(N2CCOCC2)=NC1=O | 26
COC(=O)C1=NNC2(C)C(=O)N(c3ccccc3Cl)C(=O)C12 (stereo unspecified) | 0
CC1=NN(c2cccc(C(F)(F)F)c2)C(=O)/C1=C/c1ccc(N(C)C)cc1 | -18
CN1C(=O)NC(=O)/C(=C/c2ccc(O)c([N+](=O)[O-])c2)C1=O | 36
CCOc1ccc(NC(=O)COc2ccccc2)cc1 | -8
Cc1ccc(C(=O)Nc2nn[nH]n2)cc1 | 17
COc1cccc(CN2CCN(Cc3cc(Br)ccc3O)CC2)c1OC | -11
Cc1ccc(-c2nc(N/N=C/c3cccc(F)c3)c3ccccc3n2)cc1 | -26
O=C(CCNc1cccc(Cl)c1)c1cccs1 | -14
O=C1NC(=O)C2C1C1(c3ccccc3)C(=O)C2(c2ccccc2)C(c2ccccc2)=C1c1ccccc1 (stereo unspecified) | -20
O=C(/C=C/c1ccco1)Nc1ccccc1 | 9
Cc1ccc2nc(-c3ccc(NC(=O)COc4ccc([N+](=O)[O-])cc4)cc3)sc2c1 | -6
CS(=O)(=O)N(CC(=O)O)c1ccccc1 | -8
COc1ccc([N+](=O)[O-])cc1CSc1nc2ccc(N3C(=O)c4ccccc4C3=O)cc2s1 | 2
O=[N+]([O-])c1nonc1NCn1nnc2ccccc21 | -8
COc1cc(C(=O)N/N=C(\C)c2ccc(NC(=O)c3cccs3)cc2)cc(OC)c1OC | -16
Cn1c2ccc(Cl)cc2c2cc(C(=O)C(F)(F)F)ccc21 | 2
NC(=O)COc1ccc(/C=C2\C(=O)NC(=O)N(Cc3ccccc3)C2=O)cc1 | -14
CCOc1ccccc1NC(=O)C(=O)NCc1cccnc1 | -30
NC1=NC2(CCCC2)N=C(Nc2ccc(Cl)cc2)N1 | -5
O=C(c1ccc(Cl)c(Cl)c1)N1CCN(c2ccc([N+](=O)[O-])c(N3CCOCC3)c2)CC1 | -13
CCc1c(C)sc(NC(=O)c2ccccc2Cl)c1C(=O)OC(C)C | -9
O=C(CCNc1n[nH]c(=O)[nH]c1=O)N/N=C/CCc1ccccc1 | 2
COc1cc2ccccc2cc1C(=O)Nc1ccccc1C | -5
CC(=O)c1ccc2c3c([nH]c2c1)CCCC3 | -1
O=C(NC12CC3CC(CC(C3)C1)C2)c1ccc(Cl)c(Cl)c1 | -15
CCOC(=O)CSCCOc1ccc(C=O)cc1OC | 3
CCOC(=O)C1=C(C)NC(=O)NC1c1ccc(F)c(F)c1 (stereo unspecified) | -13
COc1ccc(/C=C(/NC(=O)c2cc(OC)c(OC)c(OC)c2)C(=O)NC(C(=O)O)C(C)C)c(OC)c1 (stereo unspecified) | -3
Cc1ccc(C(=O)Nc2c(C(=O)N3CCC(Cc4ccccc4)CC3)cnn2-c2ccccc2)cc1 | -9
CCC(C)NCC(O)Cn1c2ccc(Cl)cc2c2cc(Cl)ccc21 (stereo unspecified) | -9
CN(C)c1ccc(C(=S)N2CCN(c3cccc(Cl)c3)CC2)cc1 | 3
CC(=O)Nc1nc2c(s1)C(=O)NCC(C)(C)C2 | -44
COC(=O)c1ccccc1NC(=S)NC(=O)/C=C/c1ccccc1 | 1
Cn1/c(=N/N=C/c2ccc(O)cc2O)sc2ccccc21 | -9
O=C(N/C(=C\c1cccnc1)C(=O)N1CCCCC1)c1cccc(Br)c1 | -1
COc1cc(Cc2ccc(NC(=O)C(F)(F)F)c(OC)c2)ccc1NC(=O)C(F)(F)F | -8
CCOC(=O)N1CCN(C(=O)COc2ccc(Cl)cc2Br)CC1 | -4
CCOc1cc(/C=C2/C(=O)NC(=O)N(c3ccc(OC)cc3)C2=O)cc(Cl)c1O | 13
COc1ccc(S(=O)(=O)/N=C2C=C/C(=N\S(=O)(=O)c3ccc(OC)cc3)C=C/2Cl)cc1 | -16
CC(C)(C)OC(=O)NC(Cc1c[nH]c2ccccc12)C(=O)N1CCOCC1 (stereo unspecified) | 4
COc1ccc(NC(=O)COc2ccc(C)cc2Br)cc1Cl | 14
O=C(/C=C/c1cccc([N+](=O)[O-])c1)N1CCC(Cc2ccccc2)CC1 | -17
Cc1cccc(C)c1NC(=O)CN1C(=O)c2ccccc2C1=O | -5
CC(C)c1ccc(NC(=O)c2ccc(N(C)S(=O)(=O)c3ccccc3)cc2)cc1 | -22
New compounds follow:
SMILES | VHR inh color
Cc1ccc(OCC(=O)Nc2ccc(I)cc2Cl)cc1 | -20
Cc1cccc(C(=O)Nc2cccc(C(N)=O)c2)c1 | -7
O=C(Cc1ccc(Br)cc1)Nc1ccc(Cl)c([N+](=O)[O-])c1 | -12
O=C1N=C(N2CCCC2)S/C1=C\c1cccc(O)c1 | 13
CCOC(=O)CCN(CP(C)(=O)OC(C)C)C(=O)OCC (stereo unspecified) | -2
CN(CCN(C)/N=C/c1ccc(N(C)C)cc1)/N=C/c1ccc(N(C)C)cc1 | -4
COc1ccc(CCNC(=O)/C=C/c2ccc(Cl)cc2Cl)cc1OC | -47
CCOC(=O)C1=C(O)/C(=C/c2ccc(O)c(OCC)c2)SC1=Nc1cccc(Cl)c1 | -10
CCOC(=O)c1c(NC(=O)COc2ccc(Cl)cc2)sc2c1CCC2 | -17
